Screens (PubChem BioAssay)
CR mimetic SO: caloric restriction mimetics inhibiting age-related superoxide in yeast; superoxide response (% of plate mean), % at 10 µM; AID 2690; hit rate 0.18% among 330,000; S. cerevisiae aged cells, superoxide DHE fluorescence; stronger effect = lower value;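 active = superoxide response under a set limit, about three screen SD below normal, cut at about 65% in these data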;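 note: yeast aged for seven days with compound at 30 °C before DHE staining; 100% = average MFI of all compound-treated wells on the plate with controls excluded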
GRK2 inh: inhibitors of human GRK2 displacing RNA aptamer. bead flow cytometry, FAM-aptamer displacement from GRK2. hit rate 0.59% among 330,000. inhibition of aptamer binding, % at 10 µM;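 active = inhibition of aptamer binding above 40%, roughly 3 SD of noise, on plates passing a quality check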;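 note: median bead fluorescence of bound FAM aptamer so fluorescent compounds give negative values; no value below 0 was filed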
VLA-4 inh: inhibition in a human VLA-4 binding assay | AID 2557 | inhibition, % (about 7 µM as worked out from the volumes in the protocol) | VLA-4 expressing cells, ligand binding flow cytometry | hit rate 0.2% among 330,000; in the data active = inhibition above about 50%
MCL1-BIM inh: disrupts human MCL1 binding to BIM-BH3 peptide. Q07820. inhibition, % at 10.9 µM. AID 2057. GST-MCL1 / FITC-Bim-BH3 fluorescence polarization. hit rate 0.68% among 320,000;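 active = inhibition above the mean inhibition of all tested compounds plus 3 SD, set per campaign, cut at about 40% in these data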;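 note: 0% = DMSO wells and 100% = unlabeled Bim-BH3 peptide control; higher means more loss of mP so more displacement of Bim peptide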
CIT2 TOR yeast: yeast TOR pathway CIT2-GFP modulation; GFP response vs DMSO, % at 10 µM; hit rate 0.065% among 320,000; AID 2029; S. cerevisiae CIT2-GFP strain, flow cytometry, 3 h; 100 means same as DMSO wells;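 active = GFP response relative to DMSO above a set limit, near the screen mean plus 3 SD, cut at about 150% in these data; inconclusive = Fewer than 70 cells measured for a yeast strain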;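 note: ratio of well median GFP fluorescence to mean of DMSO wells on the plate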
AGP1 TOR yeast: modulators of TOR pathway AGP1-GFP in S. cerevisiae. AID 2066. hit rate 0.02% among 320,000. S. cerevisiae AGP1-GFP multiplex flow cytometry, 3 h; GFP as percent of DMSO wells. GFP response vs DMSO, % at 10 µM;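 active = GFP response relative to DMSO above a set limit, near screen average plus 3 SD, cut at about 150% in these data; inconclusive = fewer than 70 cells counted for the yeast strain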;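 note: median GFP channel fluorescence of the gated AGP1 strain per well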
Bcl-xL primary: blocks human Bcl-xL binding to Bim BH3 peptide; GST-Bcl-xL / FITC-Bim BH3 peptide fluorescence polarization; inhibition, % at 10.9 µM; hit rate 0.7% among 320,000;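 active = inhibition above the mean of all tested compounds plus 3 SD, cutoff set per campaign, cut at about 30% in these data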;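 note: 0% = DMSO wells and 100% = unlabeled Bim-BH3 peptide competitor; inhibitors lower millipolarization by displacing the labeled peptide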
Target sequence (Q07817 whole entry, looked up): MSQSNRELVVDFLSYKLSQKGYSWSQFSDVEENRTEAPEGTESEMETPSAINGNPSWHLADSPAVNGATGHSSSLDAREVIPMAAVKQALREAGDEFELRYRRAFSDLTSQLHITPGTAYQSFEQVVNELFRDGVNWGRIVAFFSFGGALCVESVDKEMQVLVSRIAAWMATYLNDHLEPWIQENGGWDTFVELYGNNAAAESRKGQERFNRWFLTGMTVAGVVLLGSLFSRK
MEX-5 binding: C. elegans MEX-5 TCR-2 RNA binding activity. MEX-5/FITC-TCR2 RNA binding, fluorescence polarization; stronger effect = lower value. activity score (negative = inhibition of binding), % at 10 µM. hit rate 0.38% among 300,000. AID 1832;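 active = inhibition past about -25% in most replicates, and total fluorescence under double the plate's negative control median, limit read from the data; inconclusive = replicates evenly split on the limit, or fluorescence at least double controls; inactive = too little inhibition in most replicates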;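 note: 0% = DMSO and -100% = 5 µM competing unlabeled TCR2 RNA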
GLD-1 TGE inh: GLD-1-TGE RNA interaction inhibition (C. elegans). Q17339. purified GLD-1 + fluorescein TGE RNA, fluorescence polarization. inhibition, % at 5.96 µM. hit rate 0.44% among 320,000. AID 2280;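 active = percent inhibition above a per-plate cutoff, the plate mean of test compounds plus 3 SD, cut at about 30% in these data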;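 note: 0% = DMSO wells with GLD-1 and probe and 100% = wells lacking GLD-1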
Target sequence (Q17339 whole entry, looked up): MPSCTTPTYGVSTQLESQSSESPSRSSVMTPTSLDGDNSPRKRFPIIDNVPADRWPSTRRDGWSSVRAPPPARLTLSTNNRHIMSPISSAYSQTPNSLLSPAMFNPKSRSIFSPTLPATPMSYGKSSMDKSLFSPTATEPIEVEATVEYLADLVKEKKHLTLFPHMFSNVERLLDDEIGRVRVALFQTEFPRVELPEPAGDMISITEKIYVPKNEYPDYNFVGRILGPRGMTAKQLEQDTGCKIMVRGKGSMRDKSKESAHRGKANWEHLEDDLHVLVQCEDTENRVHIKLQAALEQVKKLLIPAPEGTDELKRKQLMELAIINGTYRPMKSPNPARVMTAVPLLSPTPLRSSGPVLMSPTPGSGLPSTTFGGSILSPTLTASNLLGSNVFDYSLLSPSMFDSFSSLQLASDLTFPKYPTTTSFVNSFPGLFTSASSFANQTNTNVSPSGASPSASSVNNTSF
* hit, by the source's call; ? = inconclusive; nt = not tested or not shown.

Each structure is followed by: CR mimetic SO, GRK2 inh, VLA-4 inh, MCL1-BIM inh, CIT2 TOR yeast, AGP1 TOR yeast, Bcl-xL primary, MEX-5 binding, GLD-1 TGE inh
- Cc1onc(-c2ccccc2)c1C(=O)NCc1cccc(Cl)c1
→ 99, 1, 1, 6, 93, 91, 9, -0.1, 5
- CCCCC(=O)Nc1ccc(C(=O)Nc2ccc(S(=O)(=O)N3CCCC3)cc2)cc1
→ 87, 2, -8, 10, 125, 109, 5, -2.4, 11
- c1ccc2nc(N3CCCC3)c(N3CCCC3)nc2c1
→ 77, 2, 0, 44*, 96, 97, 39*, 2.5, 22
- O=C(Nc1ccccc1-c1nc2ccccc2[nH]c1=O)c1cccs1
→ 99, 1, 6, 5, 101, 106, 1, -4.5, 7
- Cc1cccc(-n2nc(C)c3c(C(=O)O)cc(-c4cccs4)nc32)c1
→ 130, 1, -2, 8, 102, 94, 2, 2.3, 0
- Cc1cccc(C)c1NC(=O)CN1C(=O)S/C(=C\c2cccn2C)C1=O
→ 114, 2, 11, 6, 97, 97, 9, -3.9, 0
- CN(C)C(=O)c1ccc(OCC(F)(F)F)nc1
→ 93, 0, 7, 1, 100, 100, 1, 1.6, 7
- COc1cccc(COC(=O)c2cc(S(=O)(=O)N3CCCCC3)ccc2N2CCOCC2)c1OC
→ 106, 2, -7, 0, 108, 103, -3, -0.8, -1
- O=C(CNC(=O)c1ccc(Cl)cc1Cl)OCn1nnc2ccccc2c1=O
→ 116, 0, -2, -7, 95, 106, 2, -1.5, 0
- COc1ccc(CNC(=O)Cn2cnc3c(OCc4ccccc4)ncnc32)cc1
→ 120, 0, 17, nt, 85, 84, nt, nt, -6
- Cn1c(=O)[nH]c(Nc2ccccc2)c([N+](=O)[O-])c1=O
→ 114, 0, 17, -8, 95, 98, -3, -0.5, -7
- CC(C)CNC(=O)/C=C/C=C/c1ccc2c(c1)OCO2
→ 108, 5, 40, nt, 94, 100, nt, nt, 0
- O=C(CSc1nc2ccccc2n1Cc1ccccc1)N/N=C/c1ccccc1C(=O)O
→ 104, 0, -2, -1, 106, 113, 1, 0.0, 7
- O=C(CCCN1C(=O)/C(=C\c2ccco2)SC1=S)Nc1ccc(O)cc1C(=O)O
→ 93, 45*, 2, 71*, 107, 109, 39*, -17, 0
- CC(C)c1cccc(C(C)C)c1NC(=O)COc1nncc2ccccc12
→ 118, 0, 7, -5, 96, 100, 6, 2.0, 6
- COc1ccc(CN(Cc2ccc(C(=O)O)cc2)C(=S)Nc2ccc(C)cc2)cc1OC
→ 123, 2, 1, 3, 91, 86, 5, 2.5, 5
- O=C1c2ccccc2C(=O)N1Cc1nc(-c2ccccn2)no1
→ 97, 4, 9, 5, 100, 97, 3, -2.2, 1
- COc1ccc(C2=CC(=O)C[C@H](c3ccc(Cl)cc3)C2)cn1
→ 108, 3, 11, 8, 95, 91, 5, nt, -5
- COc1ccc(CNC(=O)C2(CC3CC(c4ccccc4)=NO3)CCNCC2)cc1 (stereo not given)
→ 100, 0, 6, 16, 111, 85, 7, -4.1, 0
- CCN(CC)S(=O)(=O)c1cccc(C(=O)NCC2CCCCC2)c1
→ 90, 4, 2, -5, 111, 105, 0, 0.7, 1
- NC(=O)c1nsc(C(=O)N(CC(=O)NC2CCCC2)c2ccc(F)c(Cl)c2)c1N
→ 100, 0, 14, 1, 98, 98, 1, 0.3, 12
- COCCCNC(=O)CC(NCCCOC)C(=O)O (stereo not given)
→ 119, 0, 11, -3, 103, 100, 0, -1.6, 6
- O=C(CCC1CCCCC1)Nc1c2c(nn1-c1ccc(F)cc1)CS(=O)C2 (stereo not given)
→ 86, 0, -8, -8, 106, 100, -1, -1.0, 2
- O=C(COc1ccc([N+](=O)[O-])cc1)NC(C(=O)O)C(O)c1cccc([N+](=O)[O-])c1 (stereo not given)
→ 133, 1, 0, 4, 112, 105, 1, 0.2, 4
- CCOCCCn1c(C)nc2c(c1=O)c1nc3ccccc3nc1n2CCC1=CCCCC1
→ 114, 3, 14, 1, 106, 109, 1, 0.2, 4
- O=C(c1cc2cc(Cl)ccc2[nH]1)N1CCN(C(=O)c2ccco2)CC1
→ 100, 0, -2, -3, 84, 16, 5, -4.0, -3
- CN(C)/N=C/c1ccc(Sc2ccc([N+](=O)[O-])cc2[N+](=O)[O-])o1
→ 88, 0, -7, 11, 100, 100, 8, -0.1, 6
- Cc1ccc(NC(=O)C2C3CCC(O3)C2C(=O)O)cc1Cl (stereo not given)
→ 100, 3, -7, 4, 97, 99, 4, 0.2, 0
- Cc1n(Cc2ccccc2)c2ccccc2[n+]1Cc1ccccc1
→ 103, 2, -8, -6, 98, 98, 4, -1.8, -1
- CNC(=O)NC(=O)COC(=O)CCc1nc(=O)c2ccccc2n1C
→ 106, 4, 3, 0, 97, 100, -1, -1.2, 3
- CCNC(=O)COc1ccc(/C=N/NC(=O)c2cccnc2)cc1OC
→ 118, 2, 8, -1, 104, 108, 2, 1.7, -3
- COc1ccc(NC(=O)C2CC2)cc1-n1cnnn1
→ 95, 2, 4, -3, 94, 101, 1, -0.5, -1
- CSc1ccc(CCNC(=O)C2CCN(c3nnc(-n4cccc4)s3)CC2)cc1
→ 101, 0, -8, -4, 96, 96, 1, 2.6, -1
- Cc1ccc(NC(=O)c2ccccc2N2C(=O)C3C4C=CC(C5CC45)C3C2=O)cc1C (stereo not given)
→ 106, 4, 11, 2, 117, 111, 2, -0.6, 5
- C/C(CC(=O)NC1CCCCC1)=N\NC(=O)c1ccc(Br)cc1
→ 94, 0, 4, 3, 90, 99, 5, -0.5, -3
- O=c1c2nnn(-c3ccc(Br)cc3)c2ncn1Cc1ccccn1
→ 79, 2, 7, 13, 84, 94, 4, -0.1, -4
- COc1cc(C#N)ccc1OC(=O)Cc1cc(OC)c(OC)c(OC)c1
→ 108, 0, 23, 0, 110, 100, 2, 1.7, -2
- COc1ccc(NC(=S)NN(C)C(=S)Nc2ccc(OC)cc2)cc1
→ 96, 2, -79, 15, 105, 97, 6, -0.9, -1
- CCC(C(=O)N1CCOCC1)n1c2ccccc2c2nc(=O)cc(C)n21 (stereo not given)
→ 87, 0, 0, 3, 101, 106, 2, 3.2, -2
- O=C(NC1CCCC1)C1CCCN1C(=O)Nc1ccccc1 (stereo not given)
→ 118, 1, 7, 3, 95, 102, 0, 1.1, 12
- COC(=O)C1CCN(C(=O)c2ccccc2Oc2ccccc2)CC1
→ 90, 3, 0, 2, 101, 94, 1, -0.6, 1
- CC1CN(C(=O)Cn2c(=O)oc3ccccc32)CC(C)O1 (stereo not given)
→ 113, 0, -9, -3, 104, 97, 5, 1.5, -2
- CCC/C(C#Cc1ccsc1)=C1/c2ccccc2C(=O)N1c1ccccc1
→ 113, 0, -3, nt, 90, 92, nt, nt, 3
- Cc1cccc(OCC(=O)NCc2cc(C)nc3ccccc23)c1
→ 80, 0, 2, 4, 123, 110, 1, -1.1, 5
- C=CCSC1=N/C(=C\c2ccc3c(c2)OCO3)C(=O)S1
→ 103, 3, 2, 3, 98, 91, -2, -4.8, 4
- Cc1cc(C)c(NC(=O)c2ccc(S(=O)(=O)N3CCOCC3)cc2)c(C)c1
→ 107, 4, -11, -3, 95, 110, -3, -1.1, 2
- O=C(c1cc(Cl)nc2ccccc12)N1CCc2ccccc2C1
→ 101, 0, 3, -5, 101, 91, 4, 1.2, 3
- CCOc1ccccc1NC(=O)COC(=O)CC(NC(N)=O)c1ccc(Cl)cc1 (stereo not given)
→ 104, 0, -28, -36, 104, 102, -13, -1.4, -12
- O=C(NCCc1ccccc1)c1cc2ncc(Br)cn2n1
→ 100, 7, -7, 10, 98, nt, 10, 0.0, 6
- CN(CC(=O)NCc1ccc2c(c1)OCO2)S(=O)(=O)c1ccc(Cl)cc1
→ 89, 4, 15, nt, 87, 93, nt, nt, 4

Remaining list, next part.
Each structure is followed by: CR mimetic SO, GRK2 inh, VLA-4 inh, MCL1-BIM inh, CIT2 TOR yeast, AGP1 TOR yeast, Bcl-xL primary, MEX-5 binding, GLD-1 TGE inh
- O=C(O)CSc1nnc(-c2cccc(S(=O)(=O)N3CCCCC3)c2)o1
→ 118, 0, 8, -8, 116, ?, -3, 0.3, -5
- CCN1C(=O)CC(N2CCC(C(=O)N3CCCCCC3)CC2)C1=O (stereo not given)
→ 93, 0, -6, 2, 95, 98, 7, -0.4, -2
- COc1ccc(CN2CCn3ncc(C(=O)Nc4cc(C)cc(C)c4)c3C2=O)cc1
→ 92, 0, 11, -27, 103, 103, -7, 1.0, -2
- Cc1cc(C(C#N)c2cccc(Cl)c2)n2ncnc2n1 (stereo not given)
→ 107, 0, 23, 4, 106, 98, 7, -1.5, -4
- COc1cc(O)c2c(c1)COC2=O
→ 98, 2, 6, 10, 94, 92, 2, 2.0, 8
- C=CCn1c(C)nnc1SCC(=O)NC1CC1
→ 101, 4, -2, 2, 98, 101, 2, -0.2, 3
- Cc1ccc(N2C(=O)CC(Sc3ncccn3)C2=O)cc1C (stereo not given)
→ 95, 0, 1, nt, 102, 103, nt, 1.3, nt
- Cc1ccc(NC(=O)COC(=O)c2ccc(Cl)nc2)cc1S(=O)(=O)N1CCCCC1
→ 108, 2, 4, 0, 102, 93, 3, nt, 4
- O=C(CNC(=O)c1ccc2c(c1)OCO2)N/N=C/c1cc(Br)ccc1O
→ 120, 0, 7, 0, 103, 110, -1, 3.3, -2
- CC(C)(C)c1ccc(C(=O)Nc2nonc2-c2nc3ccccc3[nH]2)cc1
→ 101, 1, -5, -5, 104, 101, 1, -7.5, 7
- CC(OC(=O)c1ccc2ncsc2c1)C(=O)N(C)C1CCCCC1 (stereo not given)
→ 120, 4, -6, 8, 96, 92, 6, nt, 1
- C=CCNc1nc(=S)[nH]c2cc(OC)c(OC)cc12
→ 72, 0, 2, 12, 102, 103, 11, 1.9, 8
- COc1ccc(CCNC(=O)c2cc(C)oc2C)cc1
→ 95, 1, 11, 6, 102, 98, 3, 0.7, -9
- Cc1noc(/C=C/N(C)C)c1S(=O)(=O)N1CCCC(C(=O)NCc2ccc(Cl)cc2)C1 (stereo not given)
→ 96, 2, 16, -33, 97, 102, -19, nt, -26
